eIF4E-4G inh: eIF4E–eIF4G protein interaction inhibitors, primary screen, biochemical, uHTS, TR-FRET, eIF4GI fragment; Eukaryotic translation initiation factor 4E (Mus musculus) + Eukaryotic translation …; TR-FRET eIF4E-eIF4GI(517-606) binding, 2 h; inhibition, % at 21.7 µM; 220,000 tested, 0.37% active; AID 782, 2007;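 active = inhibition above about 30%, limit read from the data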;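 note: 0% = full FRET control wells and 100% = background wells lacking eIF4GI fragment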
L929 necroptosis: inhibitors of zVAD-triggered necroptosis, primary screen, L929 cells; L929 zVAD necroptosis rescue, ATP luminescence, 24 h; with zVAD 60 µM; viability rescue, % at 10 µM; 220,000 tested, 0.38% active; AID 1377, 2008;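 active = activation, scaled between plate controls, above about 75%, limit read from the data; inactive = activation under that limit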;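 note: 0% = zVAD with DMSO and 100% = DMSO alone without zVAD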
PGE2 EP2 inh: human EP2 receptor antagonists, primary screen, TR-FRET cAMP, C6 glioma cells; Prostaglandin E2 receptor EP2 subtype (Homo sapiens), P43116; C6 glioma cells expressing human EP2; cells stimulated with saturating PGE2; inhibition, % at 25 µM; 260,000 tested, 0.52% active; AID 1422, 2008;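 active = percent inhibition above 40 after rounding to a whole number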;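 note: rat C6 glioma host cells with rolipram phosphodiesterase inhibitor present; the protocol text gives 20 µM as final concentration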
Target sequence (P43116 whole entry, looked up): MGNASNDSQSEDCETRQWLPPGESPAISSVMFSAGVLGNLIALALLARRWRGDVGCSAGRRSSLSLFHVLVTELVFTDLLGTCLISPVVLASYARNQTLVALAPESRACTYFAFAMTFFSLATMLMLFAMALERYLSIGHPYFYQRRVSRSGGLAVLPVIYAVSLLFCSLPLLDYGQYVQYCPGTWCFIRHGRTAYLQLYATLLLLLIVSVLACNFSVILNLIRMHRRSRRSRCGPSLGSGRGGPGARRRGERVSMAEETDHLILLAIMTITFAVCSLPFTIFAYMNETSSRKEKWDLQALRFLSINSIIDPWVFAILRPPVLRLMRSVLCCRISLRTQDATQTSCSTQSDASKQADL
14-3-3 Bad inh: inhibitors of 14-3-3 zeta/Bad binding, primary screen, biochemical, TR-FRET, bovine 14-3-3 zeta. TR-FRET 14-3-3zeta/Dy647-pBad peptide displacement, 1 h. AID 781, 2007. 14-3-3 protein zeta/delta (Bos taurus), P63103. inhibition, % at 21.7 µM. 220,000 tested, 0.71% active;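 active = inhibition above about 70%, limit read from the data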;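 note: 0% = full 14-3-3 plus peptide FRET controls and 100% = background without 14-3-3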
Target sequence (P63103 whole entry, looked up): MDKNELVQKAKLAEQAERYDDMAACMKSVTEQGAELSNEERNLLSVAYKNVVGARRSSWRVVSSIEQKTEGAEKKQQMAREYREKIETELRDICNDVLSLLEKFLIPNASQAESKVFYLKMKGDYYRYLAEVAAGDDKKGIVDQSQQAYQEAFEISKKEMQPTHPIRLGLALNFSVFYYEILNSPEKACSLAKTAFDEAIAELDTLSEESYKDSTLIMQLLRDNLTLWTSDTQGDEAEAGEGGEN
Rad51 HR inh: human RAD51 strand exchange inhibitors, primary screen, biochemical, fluorescence; hRad51 DNA strand exchange, fluorescence dequenching; 200,000 tested, 0.085% active; inhibition, % at 10 µM; DNA repair protein RAD51 homolog 1 (Homo sapiens), Q06609;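 active = inhibition above 40% at the single screening dose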;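 note: 0% = DMSO control wells and 100% = blanks with heterologous ssDNA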
Target sequence (Q06609 whole entry, looked up): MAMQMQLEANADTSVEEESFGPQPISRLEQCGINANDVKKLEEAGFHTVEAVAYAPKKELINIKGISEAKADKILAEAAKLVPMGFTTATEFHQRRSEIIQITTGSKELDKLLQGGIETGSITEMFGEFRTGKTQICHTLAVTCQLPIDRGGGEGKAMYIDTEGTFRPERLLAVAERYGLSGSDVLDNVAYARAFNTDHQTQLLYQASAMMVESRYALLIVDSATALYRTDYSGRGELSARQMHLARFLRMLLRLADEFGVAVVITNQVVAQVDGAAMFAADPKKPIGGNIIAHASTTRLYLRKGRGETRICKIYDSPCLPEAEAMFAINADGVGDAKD
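Assay system: Human Rad51 nucleoprotein filaments preassembled on unlabelled ssDNA | Reagent: Donor/quencher-labelled 47-bp dsDNA substrate | Doses: One concentration, 10 µM final | Times: 37 °C 15-min filament assembly, 30-min compound preincubation, 15-min exchange | Technique: Fluorescein emission 520 nm, excitation 485 nm | Benchmarks: Plate control and blank wells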
TbHK1 inh: Trypanosoma brucei hexokinase 1 inhibitors, primary screen, biochemical, G6PDH-coupled NADH absorbance, MLSCN library. hexokinase 1 [Trypanosoma brucei]. recombinant TbHK1, G6PDH-coupled NADH A340. inhibition, % at 10 µM. 220,000 tested, 0.11% active;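 active = inhibition of 50% or more in the single-dose primary screen; inactive = inhibition below 50%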
Hck-Nef inh: inhibitors of Nef-activated human Hck kinase, primary screen, biochemical, Z-Lyte FRET, 384-well, Hck-YEEI; AID 463187, 2010; inhibition, % at 20 µM; Recombinant Hck-YEEI plus Nef, Z-Lyte FRET kinase assay; 220,000 tested, 0.68% active; Tyrosine-protein kinase HCK (Homo sapiens), P08631;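 active = Hck-Nef kinase inhibition above about 50%, limit read from the data; inactive = inhibition below that limit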;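 note: 0% = DMSO with Hck plus Nef and 100% = Hck alone without Nef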
EP2 mod: EP2 receptor modulators, cAMP readout, primary screen, cell-based, HTRF cAMP, PGE2 stimulation; Prostaglandin E2 receptor EP2 subtype (Homo sapiens), P43116; EP2-expressing cells, cAMP HTRF FRET, PGE2 co-stimulation; induction, % at 25 µM; 260,000 tested, 0.83% active;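 active = compounds whose cAMP rise, as percent of the full-agonist control response, exceeds 60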;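 note: rat C6 glioma line stably carrying human EP2 under a CMV promoter; the protocol text gives 20 µM as final concentration; 100% = response of wells given 1 µM PGE2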
m-calpain inh: inhibitors of pig calpain II, primary screen, biochemical, fluorogenic peptide substrate, 1536-well | purified calpain II, 30 min | inhibition, % at 16 µM | 220,000 tested, 0.37% active;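 active = inhibition above about 50%, limit read from the data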
Numbers without * were called inactive; i = inactive; . = not tested or not shown; & = joins results of further samples; [ ] = remark or other dose. An excerpt; rates above refer to the full screens.

1) COc1ccc(OC)c(/C=N/NC(=O)CCN2CCN(C(c3ccccc3)c3ccccc3)CC2)c1
2) Cc1cc(NC(=O)C2CC(=O)OC2c2ccccc2)no1 (stereo not given)
3) COCCn1c(-c2ccccc2)nc2c(c(=O)c3ccccc3n2C)c1=O
4) CC(=O)CC(c1ccc([N+](=O)[O-])cc1)c1c(O)c2ccccc2oc1=O (stereo not given)
5) N#CCCN(C(=O)CCl)c1cccc(Cl)c1
6) N/C(=N\c1nc(CSc2nnnn2-c2ccccc2)cc(=O)[nH]1)Nc1ccccc1
7) Cc1cc(C)c(S(=O)(=O)Nc2cccc(S(=O)(=O)NC3=NCCC3)c2)c(C)c1
8) Cc1c(C)c2ccc(OCC(=O)N(C)C)c(C)c2oc1=O
9) O=c1cc(C(F)(F)F)nc(-n2[nH]c3c(c2=O)CCCC3)[nH]1
10) CCOC(=O)Cn1nc(C)cc1NC(=O)c1ccncc1

assay / compound	1	2	3	4	5	6	7	8	9	10
eIF4E-4G inh	-6[fluorescence artefact?]	0	2	7	3	-2	2	-6	-1	0
L929 necroptosis	0.2	1.9	0.2	0.4	57	-0.5	12	0.8	-0.6	5.7
PGE2 EP2 inh	3	4	3	13	3	5	9	15	11	10
14-3-3 Bad inh	-2[fluorescence artefact?]	-1	14	5	5	0	-12	17	5	-4
Rad51 HR inh	-2	-9	1	0	-3	.	-5	-14	-14	-4
TbHK1 inh	-11	-4	-10	-4	-8	3	1	-12	0	-3
Hck-Nef inh	3	3	6	-10	-2	12	23	3	-3	16
EP2 mod	-8	39	-22	11	18	-45	3	-81	14	-2
m-calpain inh	-487	-23	3	4	-19	26	-13	-226	-21	-27

11) CCCn1c(SCC(=O)NC2CCCC2)nnc1-c1ccccn1
12) COCCCn1c(SCc2ccccc2)nc2cc(OC)c(OC)cc2c1=N
13) c1csc(-c2nc3c4ccccc4c4ccccc4c3[nH]2)c1
14) CCOC(=O)c1[nH]c(C)c(CC(C)C)c1C
15) CCOC(=O)C1CCN(c2c(NC3CCCCCCC3)c(=O)c2=O)CC1
16) COc1ccccc1CNC(=O)CCn1c(=O)oc2ccccc21
17) COc1ccc(OCc2nnc3n2N=C(c2ccc(OC)cc2)CS3)cc1
18) Cc1ccc(F)cc1NC(=O)c1cnccn1
19) COc1ccc(-c2csc(NC(=O)c3ccccc3C(=O)O)n2)cc1
20) CC1(C)Cc2nc3oc4c(=O)n(CC(=O)Nc5cccc(Cl)c5)cnc4c3cc2CO1

assay / compound	11	12	13	14	15	16	17	18	19	20
eIF4E-4G inh	-5	9	3	4	0	3	-6	1	1	-1
L929 necroptosis	-0.1	0.2	1.3	1.2	0.2	-0.8	2.5	1.4	1.1	-0.2
PGE2 EP2 inh	4	9	21	5	12	13	11&12	8	5	12
14-3-3 Bad inh	-2	4	3[fluorescence artefact?]	-2	-7	0	-11	-6	-11	7
Rad51 HR inh	-7	5	-1	-6	3	1	1	0	8	-11
TbHK1 inh	-9	-20	1	-8	5	0	-20	-1	-1	-5
Hck-Nef inh	21	-1	0	-3	19	-1	2	25	8	2
EP2 mod	24	13	34	-33	9	-6	-3&-74	-4	14	21
m-calpain inh	-14	-120	-87	14	24	-35	18	24	-23	6

Random excerpt: 3 records from the list
13) c1csc(-c2nc3c4ccccc4c4ccccc4c3[nH]2)c1
20) CC1(C)Cc2nc3oc4c(=O)n(CC(=O)Nc5cccc(Cl)c5)cnc4c3cc2CO1
12) COCCCn1c(SCc2ccccc2)nc2cc(OC)c(OC)cc2c1=N

assay / compound	13	20	12
eIF4E-4G inh	3	-1	9
L929 necroptosis	1.3	-0.2	0.2
PGE2 EP2 inh	21	12	9
14-3-3 Bad inh	3[fluorescence artefact?]	7	4
Rad51 HR inh	-1	-11	5
TbHK1 inh	1	-5	-20
Hck-Nef inh	0	2	-1
EP2 mod	34	21	13
m-calpain inh	-87	6	-120

(further entries)
21) COc1ccc(NC(=O)c2cc(-c3ccccc3Cl)no2)cc1
22) C=CCn1c(-c2cccc(OC)c2OC)n[nH]c1=S
23) CCOC(=O)Nc1ccc([N+](=O)[O-])cc1OC
24) Cn1c(=O)oc2cc(S(=O)(=O)NCCC(=O)NC3CCCC3)ccc21
25) C=CCn1c(=NC(=O)C2COc3ccccc3O2)sc2cc(S(N)(=O)=O)ccc21 (stereo not given)
26) CCNC(=S)N1CCN(CCNC2=CC(=O)CC(C)(C)C2)CC1
27) CNc1nc(-c2ccc([N+](=O)[O-])cc2)cs1
28) COC(=O)C1C(=O)C2=C(CC1C)NC(C)=C(C(=O)OCc1ccc(OC)cc1)C2c1ccc(C)o1 (stereo not given)
29) CCOC(=O)N1CCN(C(=O)c2ccc(NS(C)(=O)=O)cc2)CC1
30) COCC(=O)Oc1c(Sc2ccccc2[N+](=O)[O-])c(C)nn1C(C)(C)C

assay / compound	21	22	23	24	25	26	27	28	29	30
eIF4E-4G inh	17	-1	.	6	7	-2	7	-20	-4	41*
L929 necroptosis	-0.2	0.6	0.7	2.0	0.4	9.4	0.4	-0.2	-0.1	6.2
PGE2 EP2 inh	13	6	8	3	17	6	9	14	8	6
14-3-3 Bad inh	4[fluorescence artefact?]	-5	.	18	-10	-13	3	-13	-10	42
Rad51 HR inh	0	25	-7	1	2	-8	5	-1	1	-1
TbHK1 inh	-2	6	-22	0	4	-7	-10	-7	2	-1
Hck-Nef inh	2	-8	-1	0	4	18	1	3	1	24
EP2 mod	-36	-7	.	2	-13	8	-19	7	-7	49
m-calpain inh	26	18	.	7	8	-2	0	17	50*	22

31) COc1cc(/C=C2\C(=O)N(CCC#N)N=C2C)c(Br)cc1OC(C)C
32) COc1cc(/C=N/NC(=O)CSc2cc(C)c(Br)cc2C)ccc1O
33) C[C@H](N)c1nnc(SCc2c(Cl)cccc2Cl)o1
34) COc1cccc(CNC(=O)CCC2CCCN(C(=O)c3cscn3)C2)c1 (stereo not given)
35) COc1ccnc(Oc2ccc(F)cc2)c1C(=O)N/C=N/OCc1ccc(F)cc1
36) Cc1cc(C)nc(NC(=O)/C=C/c2ccccc2Cl)n1
37) COc1ccc(N2CCN(C(=O)CN(CCc3ccccc3)S(C)(=O)=O)CC2)cc1
38) Oc1ccc(Nc2nnc(-c3ccc(O)cc3)c3ccccc23)cc1
39) CCOC(=O)c1nn(-c2cc(C(=O)OC)cc(C(=O)OC)c2)cc1O
40) COc1ccccc1-n1c(-c2ccc(Cl)cc2)c[nH]c1=S

assay / compound	31	32	33	34	35	36	37	38	39	40
eIF4E-4G inh	5	9	-3	-2	1	2	6	1	-31	-1
L929 necroptosis	-0.4	-0.3	-0.8	2.0	1.0	0.5	-1.4	81*	-0.1	-0.6
PGE2 EP2 inh	37	41*	8	7	7	8	-2	9&11	-2	7
14-3-3 Bad inh	-15	-9	9	-5	7	-5	2	-21	11[fluorescence artefact?]	-15
Rad51 HR inh	-3	2	-6	5	-17	1	9	8	5	-1
TbHK1 inh	-11	-11	-1	-2	-5	-5	-10	-9	-5	-3
Hck-Nef inh	9	-1	-27	23	1	3	3	27	3	22
EP2 mod	-74	-33	11	3	-20	-6	13	-53&-13	14	19
m-calpain inh	2	-5	-14	-27	16	12	6	-20	-37	-17

41) Cc1ccc(NC(=O)Cn2cccc2)c(Br)c1
42) O=C(O)CCCn1cc(NC(=O)c2ccco2)cn1
43) O=C(CSc1nnc(-c2ccccc2Br)o1)N1CCc2ccccc2C1
44) CC(=O)c1ccc(OCC(O)CN2CCN(CCO)CC2)cc1 (stereo not given)
45) CCOc1ccc(NN=C(C(=O)OC)C(=O)OC)c([N+](=O)[O-])c1
46) Clc1ccc(-c2nnc(-c3ccccc3)nc2-c2c[nH]c3ccccc23)cc1
47) CC(=O)N1C(C)(C)CC(=NOC(=O)c2ccccc2)CC1(C)C
48) CCCOc1ccc(NC(=O)OC2CCN(C)CC2)cc1
49) O=C(CCNC(=O)c1ccccc1Cl)Nc1ccc(Cl)c(C(F)(F)F)c1
50) NC(=O)COC(=O)c1ccc(C(=O)C(=O)c2ccccc2)cc1

assay / compound	41	42	43	44	45	46	47	48	49	50
eIF4E-4G inh	-3[fluorescence artefact?]	-2	-9	2	3	-2	-1	15	10	2
L929 necroptosis	0.0	1.0	3.0	0.7	-0.2	0.7	2.4	1.1	0.5	1.7
PGE2 EP2 inh	10	13	8	19	11	11	3	2	10	8
14-3-3 Bad inh	-15	-3	-3	35	0	4	92*	-5[fluorescence artefact?]	-7[fluorescence artefact?]	-5
Rad51 HR inh	-4	-3	9	0	18	-7	2	3	2	12
TbHK1 inh	7	2	3	-2	-10	0	1	3	37	0
Hck-Nef inh	3	-10	-5	19	-3	24	2	6	2	25
EP2 mod	-3	9	-2	5	8	4	23	-41	-43	-5
m-calpain inh	-30	14	10	0	29	-3	-18	-5	13	-25

Whole records from above.
Clc1ccc(-c2nnc(-c3ccccc3)nc2-c2c[nH]c3ccccc23)cc1 is entered as eIF4E-4G inh: -2; L929 necroptosis: 0.7; PGE2 EP2 inh: 11; 14-3-3 Bad inh: 4; Rad51 HR inh: -7; TbHK1 inh: 0; Hck-Nef inh: 24; EP2 mod: 4; m-calpain inh: -3
CC(=O)N1C(C)(C)CC(=NOC(=O)c2ccccc2)CC1(C)C is entered as eIF4E-4G inh: -1; L929 necroptosis: 2.4; PGE2 EP2 inh: 3; 14-3-3 Bad inh: 92*; Rad51 HR inh: 2; TbHK1 inh: 1; Hck-Nef inh: 2; EP2 mod: 23; m-calpain inh: -18

More compounds.
51) CCn1cc([C@@H]2C[C@H]3CN(Cc4cccc(Cl)c4)C(=O)[C@]34CCCN24)cn1
52) CCC(NC(=O)Nc1nccs1)(C(F)(F)F)C(F)(F)F
53) CC1(NC(=O)NCc2ccco2)CCS(=O)(=O)C1 (stereo not given)
54) CCn1cc(C(=O)O)c(=O)c2cc(F)c(N3CCN(C(=S)Nc4ccccc4OC)CC3)cc21
55) O=[N+]([O-])c1cc(Cl)cc(/C=N\Nc2ccccn2)c1O
56) COc1ccc(-c2nc(C#N)c(NCC3CCCO3)o2)cc1OC (stereo not given)
57) CC(C)N(Cc1ccccc1)C(=S)NCCN1CCOCC1

assay / compound	51	52	53	54	55	56	57
eIF4E-4G inh	5	0	0	-2	-14[fluorescence artefact?]	2	0
L929 necroptosis	-0.1	1.3	0.8	0.5	74	1.6	-0.5
PGE2 EP2 inh	3	-1	6	8	23	8	3
14-3-3 Bad inh	-1	-2	-9	-7	1[fluorescence artefact?]	-19	-5
Rad51 HR inh	.	0	10	.	5	1	13
TbHK1 inh	-12	-6	0	-39	-9	-21	4
Hck-Nef inh	-3	-1	2	-30	4	0	8
EP2 mod	-18	-14	-9	-31	-28	-55	18
m-calpain inh	3	18	0	-38	0	i	-33

Screening results from PubChem BioAssay.
